Screening results (PubChem)
A3G deaminase: APOBEC3G DNA deaminase inhibitors, primary screen, biochemical, fluorescence, single-stranded DNA substrate, uHTS | DNA dC->dU-editing enzyme APOBEC-3G (Homo sapiens), Q9HC16 | recombinant A3G, ssDNA deamination FAM/TAMRA fluorescence | inhibition, % at 20 µM | 330,000 tested, 0.28% active | AID 493012, 2011;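 active = inhibition of at least 40% at 20 µM, with no more than 30% in the related APOBEC3A deaminase screen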;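 note: plate controls were DMSO wells with A3G for no effect and wells lacking A3G enzyme for full effect; some compounds called inactive have numbers as strong as hits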
Target sequence (Q9HC16 whole entry, looked up): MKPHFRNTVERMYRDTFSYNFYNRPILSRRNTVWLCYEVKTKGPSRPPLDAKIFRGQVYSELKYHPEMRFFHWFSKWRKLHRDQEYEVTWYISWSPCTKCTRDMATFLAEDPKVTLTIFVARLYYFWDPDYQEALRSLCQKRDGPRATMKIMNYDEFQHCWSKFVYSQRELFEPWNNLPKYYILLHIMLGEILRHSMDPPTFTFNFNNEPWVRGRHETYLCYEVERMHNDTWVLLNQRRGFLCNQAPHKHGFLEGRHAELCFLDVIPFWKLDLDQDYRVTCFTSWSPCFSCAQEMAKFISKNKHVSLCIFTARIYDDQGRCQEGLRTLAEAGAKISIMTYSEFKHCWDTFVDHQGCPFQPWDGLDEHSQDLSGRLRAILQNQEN
hIAP inh: human IAP inhibitors, primary screen, biochemical, luminescence, uHTS | 330,000 tested, 0.12% active | AID 2544, 2010 | Intestinal-type alkaline phosphatase (Homo sapiens), P09923 | purified IAP, CDP-Star luminescence, 30 min | inhibition, % at 10 µM;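 active = inhibition reaching a set limit with compound at 10 µM in the primary screen, cut at about 35% in these data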;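 note: plate controls were DMSO wells with enzyme for no effect and no-enzyme buffer wells for full effect; values of inactives mirror those of a sister screen read the other way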
Target sequence (P09923 whole entry, looked up): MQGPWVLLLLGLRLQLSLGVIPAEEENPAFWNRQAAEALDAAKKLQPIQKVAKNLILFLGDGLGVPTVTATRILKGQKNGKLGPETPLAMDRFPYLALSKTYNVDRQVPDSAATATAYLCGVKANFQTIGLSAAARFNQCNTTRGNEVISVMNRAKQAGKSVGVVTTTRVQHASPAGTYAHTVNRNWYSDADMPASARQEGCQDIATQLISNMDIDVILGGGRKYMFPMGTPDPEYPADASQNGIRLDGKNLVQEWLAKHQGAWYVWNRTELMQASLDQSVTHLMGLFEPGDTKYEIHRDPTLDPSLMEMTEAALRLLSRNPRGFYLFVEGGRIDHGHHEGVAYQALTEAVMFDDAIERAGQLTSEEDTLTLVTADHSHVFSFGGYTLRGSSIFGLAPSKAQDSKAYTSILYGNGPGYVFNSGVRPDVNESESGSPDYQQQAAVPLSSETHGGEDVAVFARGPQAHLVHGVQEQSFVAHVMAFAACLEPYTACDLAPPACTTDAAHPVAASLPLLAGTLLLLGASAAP
mIAP inh: inhibitors of mouse IAP, primary screen, biochemical, luminescence, uHTS | purified mouse IAP, CDP-Star luminescence, 30 min | AID 2806, 2010 | inhibition, % at 10 µM | intestinal alkaline phosphatase [Mus musculus] | 330,000 tested, 0.2% active;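 active = inhibition of at least 40% at 10 µM in the primary screen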;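 note: plate controls were DMSO with enzyme for no effect and no enzyme wells for full effect; values of inactives mirror those of a sister screen read the other way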
mIAP activ: activators of mouse IAP, primary screen, biochemical, luminescence, uHTS; intestinal alkaline phosphatase [Mus musculus]; muIAP, CDP-Star luminescence, 30 min; hits give high values; 1 = vehicle-only enzyme signal, 0 = enzyme-free wells; activation factor at 10 µM; 330,000 tested, 0.24% active; AID 2805, 2010;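 active = activation factor of at least 2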; note: the source names both 10 and 20 µM as test concentration; values of inactives mirror those of a sister screen read the other way
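Assay system: mouse IAP enzyme / Compound: DMSO-dissolved test compounds / Timing: 30 min, room temperature / Measured by: luminescence from enzymatic CDP-Star hydrolysis / Control set: DMSO-only wells, enzyme-free buffer wells as negative control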
NR3A LBD binder: binders of NR3A ligand-binding domain, primary screen, biophysical, differential scanning fluorimetry, uHTS. NR3A LBD differential scanning fluorimetry, Tm shift; 0% = protein alone, 100% = glycine-bound protein. Glutamate receptor ionotropic, NMDA 3A (GRIN3A) ligand-binding domain. 340,000 tested, 2.5% active. Tm shift relative to glycine control, % at 25 µM;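 active = melting temperature shift of at least 10% of the positive control shift, at one fixed dose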
MPTP inh: mitochondrial permeability transition pore inhibitors, primary screen, biochemical, isolated mouse mitochondria, absorbance; Ca2+ swelling absorbance, 30 min; inhibition, % at 10 µM; 360,000 tested, 1.4% active;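 active = inhibition of 50% or more, scaled per plate between neutral and stimulator controls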;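 note: 0% = DMSO wells given calcium and 100% = 1 mM EGTA wells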
APOBEC3A inh: APOBEC3A ssDNA deaminase inhibitors, primary screen, selectivity assay for APOBEC3G inhibitor project, biochemical, FAM/TAMRA oligo cleavage fluorescence. recombinant A3A, FAM/TAMRA ssDNA deamination fluorescence. inhibition, % at 20 µM. 330,000 tested, 0.41% active. DNA dC->dU-editing enzyme APOBEC-3A (Homo sapiens), P31941;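 active = at least 40% inhibition at 20 µM here, with at most 30% in a related deaminase screen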;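 note: plate controls were A3A with DMSO for no effect and wells lacking A3A enzyme for full effect; some results filed as inactive read as strong as hits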
Target sequence (P31941 whole entry, looked up): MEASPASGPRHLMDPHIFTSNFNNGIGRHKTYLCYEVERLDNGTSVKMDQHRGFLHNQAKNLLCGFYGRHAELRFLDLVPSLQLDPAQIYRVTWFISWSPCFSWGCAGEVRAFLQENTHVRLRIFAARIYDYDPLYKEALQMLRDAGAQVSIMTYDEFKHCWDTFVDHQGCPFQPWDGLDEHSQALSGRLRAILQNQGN
MIN6 prolif: inducers of MIN6 beta-cell proliferation, primary screen, ATP luminescence, uHTS; MIN6 cells proliferation, ATPlite luminescence, 48 h; cells starved in 0.2% serum; 100% = growth in 10% serum; proliferation, % at 10 µM; 330,000 tested, 0.29% active;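 active = compounds whose signal lies at least 3.5 SD above the mean of all wells on their plate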;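 note: 0% = DMSO-treated cells in low-serum medium and 100% = 10% serum control; some compounds called inactive have numbers as strong as hits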
hIAP act: human IAP activators, primary screen, biochemical, luminescence, uHTS; Intestinal-type alkaline phosphatase (Homo sapiens), P09923; purified human IAP, CDP-Star luminescence, 30 min; hits give high values; 1 = vehicle-only enzyme, 0 = enzyme-free background; activation factor at 10 µM; 330,000 tested, 0.16% active; AID 2524, 2010;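 active = activation factor of the enzyme at least 2-fold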; note: the source names both 10 and 20 µM as test concentration; values of inactives mirror those of a sister screen read the other way
* = called active by the depositor; . = no result given.

SMILES	A3G deaminase	hIAP inh	mIAP inh	mIAP activ	NR3A LBD binder	MPTP inh	APOBEC3A inh	MIN6 prolif	hIAP act
CS(=O)(=O)c1ccc(Cl)c(NC(=O)Cc2ccccc2F)c1	-6	-6	9	0.91	1	2.9	-1	4	1.1
Cc1cccc(N=C2NC(=O)CS2)c1C	-6	-2	0	0.99	6	-0.8	-3	2	1
COc1cc(C(=O)Sc2ccc(Cl)cc2)cc(OC)c1OC	0	2	18	0.82	3	-1.2	-1	-4	0.98
O=C(NCc1ccco1)c1cc(-c2ccncc2)nc2ccccc12	-7	7	5	0.95	-2	-1.4	-1	-1	0.93
C=CCn1c(C)cc(C(=O)COC(=O)/C=C/c2c(C)nn(C3CCS(=O)(=O)C3)c2Cl)c1C (stereo unspecified)	-4	-23	4	0.96	-1	0.3	1	-5	1.2
C#CCOCCOCCOCCNc1nc(N2CCN(C(=O)[C@H](CCC(=O)O)n3cc(C(N)Cc4ccc(O)cc4)nn3)CC2)nc(N2CCN(C(=O)[C@H](Cc3cc4ccccc4[nH]3)n3cc(C(N)[C@H](C)CC)nn3)CC2)n1 (stereo partly specified)	-7	3	-13	1.1	-1	-3.7	3	0	0.97
CCCCC(c1nnnn1C1CCCC1)N1CCN(C2CCCCC2)CC1 (stereo unspecified)	-9	2	-5	1.1	-13	-1.4	-5	-2	0.98
CCc1ccc(-c2cc3c(=O)n(CC(=O)NCc4ccccc4F)ncn3n2)cc1	-8	10	0	1	-1	-1.6	-5	-2	0.9
Cc1ccc(OCC(=O)NNC(=O)c2cccnc2)cc1	-1	20	11	0.89	1	-0.3	4	1	0.8
CS(=O)(=O)c1ccc(Cl)c(NC(=O)CNC(=O)c2ccc3c(c2)OCO3)c1	-2	11	6	0.94	2	-2.2	-2	-1	0.89
O=C(Nc1cccc2cccnc12)C1CCCC1	6	-1	3	0.97	-3	-0.3	4	1	1
O=C(C[n+]1cc(-c2ccc(F)cc2)n2c1CCC2)Nc1nc(-c2ccc(F)cc2)cs1	-2	2	6	0.94	-2	3.2	0	2	0.98
O=C(O)CCCC(=O)Nc1ccc(Cl)cc1	1	-2	-10	1.1	-1	-1.2	1	3	1
CCC(CCC(=O)Nc1cccc(C(=O)O)c1)C(=O)O (stereo unspecified)	-3	-3	4	0.96	-1	1.4	0	3	1
COc1cccc(Cn2cnc3c(NS(=O)(=O)c4ccc(Cl)cc4)c(C)c(C)cc32)c1	0	-8	-3	1	-1	2.4	-1	-2	1.1
COc1ccc(CNC(=O)c2c(O)c3ccccc3n(C)c2=O)cc1	-8	16	3	0.97	0	0.6	-4	3	0.84
O=C(Nc1ccc(F)cc1)c1cccc(C(=O)Nc2ccc(F)cc2)c1	-7	13	-4	1	5	2.2	-5	0	0.87
Cc1nn(-c2ccccc2)c(Cl)c1/C=N/Nc1nncc(=O)[nH]1	-3	6	3	0.97	-1	0.1	2	0	0.94
CCC(C(=O)N1CCN(c2cccc(Cl)c2)CC1)c1ccccc1 (stereo unspecified)	1	19	-4	1	3	-0.9	-2	-3	0.81
COc1ccc(C2=CSC3=NCCN23)cc1	-1	-6	0	1	-1	-0.3	-1	1	1.1
O=C(Nc1cccc(O)c1)c1ccccc1[N+](=O)[O-]	-8	8	9	0.91	-1	-2.4	-4	-3	0.92
CCOC(=O)C1C(c2ccc(OC)cc2)N(C)OC1(O)C(F)(F)F (stereo unspecified)	-3	-4	1	0.99	-1	-0.1	-3	-1	1
COc1ccccc1C(=O)N/C(=C/c1ccccc1)C(=O)NC(CCSC)C(=O)O (stereo unspecified)	-3	-3	-12	1.1	0	-1.4	-2	-1	1
CCCCCCN(C(=O)CCCCCN1C(=O)NC(c2ccc(-c3ccccc3)cc2)C(C(=O)OCc2ccccc2)=C1C)C(C(=O)NCCCC)c1ccc(OCC(=O)OC)cc1 (stereo unspecified)	-16	-3	-11	1.1	.	.	-7	-9	1
CC12CCC(C(=O)Nc3cccc(NC(=O)C45CCC(C)(C(=O)O4)C5(C)C)n3)(OC1=O)C2(C)C	2	12	4	0.96	1	-1.1	0	-2	0.88

Reformatted with each value named: part of the list above
O=C(Nc1cccc2cccnc12)C1CCCC1
  A3G deaminase: 6
  hIAP inh: -1
  mIAP inh: 3
  mIAP activ: 0.97
  NR3A LBD binder: -3
  MPTP inh: -0.3
  APOBEC3A inh: 4
  MIN6 prolif: 1
  hIAP act: 1

Cc1nn(-c2ccccc2)c(Cl)c1/C=N/Nc1nncc(=O)[nH]1
  A3G deaminase: -3
  hIAP inh: 6
  mIAP inh: 3
  mIAP activ: 0.97
  NR3A LBD binder: -1
  MPTP inh: 0.1
  APOBEC3A inh: 2
  MIN6 prolif: 0
  hIAP act: 0.94

Next compounds.
SMILES	A3G deaminase	hIAP inh	mIAP inh	mIAP activ	NR3A LBD binder	MPTP inh	APOBEC3A inh	MIN6 prolif	hIAP act
CS(=O)(=O)c1cnc(-c2cccnc2)nc1N	-5	0	3	0.97	-2	3.1	0	-3	1
O=C(Nc1ccccc1)O[C@@H]1C[C@H]2CCC(=O)N3CC[C@@H](C1)[C@@H]23	-9	9	-35	1.4	.	.	-5	1	0.91
COCC(C)NCc1ccccc1C (stereo unspecified)	-9	10	6	0.94	1	-3.1	-3	0	0.9
CCc1ccccc1OCC(=O)N(CC)CC(=O)NCc1ccc(F)cc1	-4	-13	14	0.86	-2	1.4	-1	0	1.1
CN1CCN(C(=O)c2ccc(N(Cc3ccccc3Cl)S(C)(=O)=O)cc2)CC1	-8	-15	4	0.96	0	-0.3	-6	-1	1.1
Nc1cccc(-c2cn(-c3cc4cc(C#CC5(O)CCCCC5)ccc4oc3=O)nn2)c1	-2	7	8	0.92	2	-2.0	-2	0	0.93
Cc1ccccc1NC(=O)N1CCCC1C(=O)NCc1cccs1 (stereo unspecified)	-1	11	6	0.94	-3	-0.6	-5	2	0.89
O=S(=O)(c1ccc2nc(N3CCN(c4ccccc4)CC3)ccc2c1)N1CCCCC1	-3	22	5	0.95	0	4.1	-3	0	0.78
O=C1C=C(c2cccs2)C[C@H](c2ccccc2)[C@H]1n1nnc([N+](=O)[O-])n1	-6	13	7	0.93	-7	-1.6	-2	-6	0.87
COc1ccc(Cn2c(-c3ccco3)nc3c(c(=O)c4ccccc4n3C)c2=O)cc1	11	16	4	0.95	-1	13	11	1	0.84
Cc1ccc(NC(=O)C(C)[n+]2ccccc2)cc1[N+](=O)[O-] (stereo unspecified)	1	0	-2	1	-5	0.7	1	-2	1
CN(C)c1ccc(CNC2CC(C)(C)NC(C)(C)C2)cc1	-1	5	-6	1.1	-1	0.3	-2	-1	0.95
COc1ccc(C2CCCN2C(=O)Nc2ccc(F)cc2)cc1OC (stereo unspecified)	-13	-12	-6	1.1	-2	-1.5	-3	-3	1.1
O=C1OC(NCc2cccnc2)(c2ccc(Cl)cc2)c2ccccc21 (stereo unspecified)	-9	-8	0	1	-2	11	5	-1	1.1
N#Cc1c(-c2ccccc2)ccn(Cc2cccc(Cl)c2)c1=O	-11	14	-3	1	-1	0.1	-5	-1	0.86
O=C(NCc1cccnc1)c1ccc(COc2ccc(Cl)cc2)cc1	-8	2	6	0.94	-1	66*	-6	-6	0.98
CC12CCC(=O)N1C(C(=O)OCC(=O)Nc1ccc(C(F)(F)F)cc1)CS2 (stereo unspecified)	-2	-4	10	0.9	1	-2.1	-2	-4	1
O=S(=O)(c1ccccc1)N1CCN(c2nc(-c3cccs3)nc3ccccc23)CC1	-3	2	-1	1	.	.	2	-1	0.98
O=C(Cn1cc2c(n1)CCCC2)NCCCN1CCN(C2CCCCC2)CC1	-3	5	0	1	-1	-1.6	-2	-2	0.95
CC(=O)Oc1cc2cccc(OC(C)=O)c(=O)c2c(OC(C)=O)c1OC(C)=O	3	9	45*	0.55	1	1.7	28	-2	0.91
CCCn1c(C)cc(/C=C(\C#N)C(=O)O)c1C	-5	-8	3	0.97	1	0.7	-2	0	1.1
Cc1ccc2cccc(OCc3ccccc3)c2n1	-6	0	-4	1	-1	1.0	-4	-1	1
COc1cccc(-c2ccc(NC(=O)C3CCCN(CCCn4nc(C)cc4C)C3)cc2)c1 (stereo unspecified)	-4	-5	-10	1.1	-2	-1.1	-2	-4	1
COc1cc(S(=O)(=O)Nc2c(C)cc(C)cc2C)ccc1Cl	-5	0	8	0.92	-19	3.3	2	-5	1
O=C(O)CSc1ncnc2scc(-c3ccc(Br)cc3)c12	-5	-9	13	0.87	0	2.2	3	-2	1.1

Further structures:
SMILES	A3G deaminase	hIAP inh	mIAP inh	mIAP activ	NR3A LBD binder	MPTP inh	APOBEC3A inh	MIN6 prolif	hIAP act
Cc1ccc(S(=O)(=O)CCNC(=O)Cc2ccc(Cl)cc2)cc1	-5	15	4	0.96	-1	0.1	-4	-1	0.85
CN1C(=O)c2cccc(N(C)C)c2C1=O	-9	-3	-2	1	-15	1.4	2	0	1
COc1ccc(NC(=O)c2ccccc2NC(=O)c2ccco2)c(OC)c1	1	-25	-10	1.1	-6	0.5	5	-3	1.2
O=C(O)C1CC=CCC1C(=O)NC12CC3CC(CC(C3)C1)C2 (stereo unspecified)	-5	3	-1	1	2	0.0	-5	-1	0.97
O=C(Cc1ccccc1Cl)N/N=C/c1cccnc1	-5	-5	14	0.86	2	-0.6	-4	-1	1.1
O=C(Cn1nc(C(=O)O)c2ccccc2c1=O)Nc1cc(S(=O)(=O)N2CCOCC2)ccc1Cl	-6	8	-6	1.1	1	-3.6	-5	-1	0.92
CCOc1ccc(C(=O)NC(=S)Nc2ccc(NC(=O)c3ccco3)cc2)cc1[N+](=O)[O-]	-6	-4	-2	1	41*	1.6	-5	-2	1
Cc1ccc(-n2ncc3c(NCc4ccco4)ncnc32)cc1C	-5	-15	-31	1.3	0	1.0	-2	-3	1.2
O=C(NCc1ccco1)/C(=C/c1ccc(Cl)cc1)NC(=O)c1ccco1	2	15	0	1	0	-0.5	1	1	0.85
CN(C)CCCNc1oc(-c2ccc(Cl)cc2)nc1C#N	-3	1	-6	1.1	0	9.5	-15	-1	0.99
CC1(C)Cc2c(sc(NC(=O)c3ccco3)c2C(=O)O)CO1	-3	0	-2	1	3	-0.8	-3	-2	1
CCOC(=O)C1CCCN(C(=O)c2ccc(S(=O)(=O)N3CCCC3)cc2)C1 (stereo unspecified)	-9	15	-1	1	1	1.4	-2	-1	0.85
Cc1ccc(C2CC(=O)c3cnn(-c4nc(C)cc(C)n4)c3C2)cc1 (stereo unspecified)	-3	-4	6	0.94	-2	0.6	-1	-1	1
O=C1CC(c2ccccc2)Oc2cc(O)cc(O)c21 (stereo unspecified)	2	-3	2	0.98	-6	-0.6	2	-4	1
Cc1ccc(NC(=O)c2cnccn2)cc1C	-6	10	-2	1	2	0.7	-6	-1	0.9
CC(c1cccs1)N(C(=O)Nc1ccccc1)C1CCCCC1 (stereo unspecified)	-6	25	7	0.93	-18	-0.3	-1	-1	0.75

Not a hit list, and some 5% of all compounds hit somewhere here.
